MIN6 prolif: induces beta-cell replication in MIN6 cells. AID 2380. hit rate 0.29% among 330,000. MIN6 cells proliferation, ATPlite luminescence, 48 h; cells starved in 0.2% serum; 100% = growth in 10% serum. proliferation, % at 10 µM;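 active = compounds whose signal lies at least 3.5 SD above the mean of all wells on their plate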;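 note: 0% = DMSO-treated cells in low-serum medium and 100% = 10% serum control; some compounds called inactive have numbers as strong as hits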
mIAP act: increases mouse intestinal alkaline phosphatase activity; muIAP, CDP-Star luminescence, 30 min; active compounds read high; 1 = vehicle-only enzyme signal, 0 = enzyme-free wells; hit rate 0.24% among 330,000; AID 2805; activation factor at 10 µM;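 active = activation factor of at least 2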; note: the source names both 10 and 20 µM as test concentration; values of inactives mirror those of a sister screen read the other way
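Assay system: mouse IAP enzyme; Reagent: CDP-Star chemiluminescent phosphatase substrate; Compound: DMSO-dissolved test compounds; Incubation: 30 min, room temperature; Technique: luminescence from enzymatic CDP-Star hydrolysis; Controls: DMSO-only wells and no-enzyme negative control.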
hIAP block: human IAP inhibition; P09923; purified IAP, CDP-Star luminescence, 30 min; inhibition, % at 10 µM; hit rate 0.12% among 330,000;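 active = inhibition reaching a set limit with compound at 10 µM in the primary screen, cut at about 35% in these data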;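 note: plate controls were DMSO wells with enzyme for no effect and no-enzyme buffer wells for full effect; values of inactives mirror those of a sister screen read the other way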
Target sequence (P09923 whole entry, looked up): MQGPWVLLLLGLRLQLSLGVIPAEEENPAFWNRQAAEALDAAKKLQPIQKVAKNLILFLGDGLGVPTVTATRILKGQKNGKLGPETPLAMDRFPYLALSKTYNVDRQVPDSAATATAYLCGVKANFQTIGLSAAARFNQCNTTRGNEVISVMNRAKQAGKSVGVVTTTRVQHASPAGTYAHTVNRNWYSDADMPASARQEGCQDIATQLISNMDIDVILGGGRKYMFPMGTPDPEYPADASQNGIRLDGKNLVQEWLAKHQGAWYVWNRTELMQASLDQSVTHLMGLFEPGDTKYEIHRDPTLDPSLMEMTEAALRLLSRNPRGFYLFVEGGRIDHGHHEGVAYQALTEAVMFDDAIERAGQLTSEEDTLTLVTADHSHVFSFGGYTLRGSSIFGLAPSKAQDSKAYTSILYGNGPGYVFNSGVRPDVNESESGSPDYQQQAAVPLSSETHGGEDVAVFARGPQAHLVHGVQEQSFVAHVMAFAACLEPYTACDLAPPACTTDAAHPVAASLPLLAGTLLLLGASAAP
APOBEC3G inh: blocks human APOBEC3G single-stranded DNA deamination | Q9HC16 | inhibition, % at 20 µM | hit rate 0.28% among 330,000 | AID 493012 | recombinant A3G, ssDNA deamination FAM/TAMRA fluorescence;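 active = inhibition of at least 40% at 20 µM, with no more than 30% in the related APOBEC3A deaminase screen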;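 note: plate controls were DMSO wells with A3G for no effect and wells lacking A3G enzyme for full effect; some compounds called inactive have numbers as strong as hits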
Target sequence (Q9HC16 whole entry, looked up): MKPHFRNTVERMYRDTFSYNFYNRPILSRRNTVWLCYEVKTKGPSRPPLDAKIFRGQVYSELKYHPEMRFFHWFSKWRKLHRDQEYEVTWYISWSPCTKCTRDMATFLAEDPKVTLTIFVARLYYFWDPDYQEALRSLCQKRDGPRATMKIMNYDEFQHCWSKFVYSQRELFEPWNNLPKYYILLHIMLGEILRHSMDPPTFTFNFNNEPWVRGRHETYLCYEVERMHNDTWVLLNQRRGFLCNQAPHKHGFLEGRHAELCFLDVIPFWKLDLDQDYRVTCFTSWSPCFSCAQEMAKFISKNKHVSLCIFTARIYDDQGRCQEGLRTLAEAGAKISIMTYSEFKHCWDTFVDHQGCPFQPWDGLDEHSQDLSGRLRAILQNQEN
NR3A LBD binder: modulators (binders) of human NR3A ligand-binding domain | NR3A LBD differential scanning fluorimetry, Tm shift; 0% = protein alone, 100% = glycine-bound protein | Tm shift relative to glycine control, % at 25 µM | hit rate 2.5% among 340,000;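 active = melting temperature shift of at least 10% of the positive control shift, at one fixed dose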
A3A deaminase: blocks human APOBEC3A ssDNA deamination. hit rate 0.41% among 330,000. recombinant A3A, FAM/TAMRA ssDNA deamination fluorescence. inhibition, % at 20 µM;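 active = at least 40% inhibition at 20 µM here, with at most 30% in a related deaminase screen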;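 note: plate controls were A3A with DMSO for no effect and wells lacking A3A enzyme for full effect; some results filed as inactive read as strong as hits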
Target sequence (P31941 whole entry, looked up): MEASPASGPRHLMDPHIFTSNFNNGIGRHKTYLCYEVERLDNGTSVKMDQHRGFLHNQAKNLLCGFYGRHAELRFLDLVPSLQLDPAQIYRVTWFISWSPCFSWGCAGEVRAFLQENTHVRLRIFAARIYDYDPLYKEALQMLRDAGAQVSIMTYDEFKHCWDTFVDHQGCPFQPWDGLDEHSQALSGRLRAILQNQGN
MPTP inh: blocks calcium-induced mitochondrial swelling | isolated mouse mitochondria, Ca2+ swelling absorbance, 30 min | inhibition, % at 10 µM | hit rate 1.4% among 360,000;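 active = inhibition of 50% or more, scaled per plate between neutral and stimulator controls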;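 note: 0% = DMSO wells given calcium and 100% = 1 mM EGTA wells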
mIAP block: blocks mouse intestinal alkaline phosphatase; AID 2806; inhibition, % at 10 µM; purified mouse IAP, CDP-Star luminescence, 30 min; hit rate 0.2% among 330,000;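 active = inhibition of at least 40% at 10 µM in the primary screen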;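 note: plate controls were DMSO with enzyme for no effect and no enzyme wells for full effect; values of inactives mirror those of a sister screen read the other way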
hIAP activ: increases human intestinal alkaline phosphatase activity | P09923 | purified human IAP, CDP-Star luminescence, 30 min; active compounds read high; 1 = vehicle-only enzyme, 0 = enzyme-free background | activation factor at 10 µM | hit rate 0.16% among 330,000 | AID 2524;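 active = activation factor of the enzyme at least 2-fold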; note: the source names both 10 and 20 µM as test concentration; values of inactives mirror those of a sister screen read the other way
An asterisk follows results filed as active.

SMILES | MIN6 prolif | mIAP act | hIAP block | APOBEC3G inh | NR3A LBD binder | A3A deaminase | MPTP inh | mIAP block | hIAP activ
CCCCCc1ccc(-c2ccc(OC)cc2)nc1 | -3 | 0.91 | 7 | -3 | 1 | -2 | 1.6 | 9 | 0.93
Cc1ccc(Oc2cc(-n3nc(C)cc3C)ncn2)cc1 | -2 | 0.99 | -3 | -4 | -1 | -1 | -0.2 | 1 | 1
CCN(CC)C(=O)Cn1cc(C(=O)C(=O)N(C)C2CCN(C)CC2)c2ccccc21 | 1 | 1 | -8 | -7 | 1 | -2 | 0.0 | -3 | 1.1
Cc1ccccc1-c1cc(C(=O)Nc2sc(C)c(C)c2C(N)=O)c2ccccc2n1 | -4 | 0.86 | 5 | -2 | 7 | 0 | -1.8 | 14 | 0.95
O=C(Nc1cc(C(F)(F)F)ccc1Cl)C(Sc1ccccn1)c1ccccc1 (stereo unspecified) | -6 | 1.2 | -10 | -4 | -1 | -2 | 4.7 | -17 | 1.1
Cc1c(C(=O)Nc2ccc(F)cc2)nnn1-c1cccc(C(F)(F)F)c1 | -4 | 0.97 | 0 | -10 | 2 | -4 | -1.6 | 2 | 1
CCCOc1ccccc1NC(=O)c1c(-c2ccccc2)noc1C | 1 | 0.95 | 15 | 0 | 1 | -2 | -1.3 | 5 | 0.85
O=C(Nc1ccccc1)C(O)C(O)C(=O)Nc1ccccc1 (stereo unspecified) | -5 | 0.93 | -11 | -5 | 0 | -5 | -1.4 | 7 | 1.1
CCN(C[C@H]1N[C@@](CC)(C(=O)OC)[C@H]2C(=O)N(Cc3ccccc3)C(=O)[C@@H]12)S(=O)(=O)c1ccc(OC(F)(F)F)cc1 | -4 | 0.87 | -24 | 1 | 4 | 1 | -1.3 | 13 | 1.2
O=C(Cn1nnc(-c2cccs2)n1)NCc1cccs1 | -2 | 0.97 | 8 | -8 | -1 | 2 | -1.4 | 3 | 0.92
O=C(CC1C(=O)NCCN1Cc1ccccc1)NC1CCCCCC1 (stereo unspecified) | -4 | 0.96 | 3 | 1 | 0 | 3 | 2.7 | 4 | 0.97
CC(c1nnc(SCC(=O)Nc2cccnc2Cl)n1-c1ccccc1)N(C)C (stereo unspecified) | -1 | 1.1 | 0 | 3 | 0 | 2 | 0.8 | -8 | 1
O=C(O)CN1C(=O)/C(=C\c2ccc(OC(=O)c3ccco3)cc2)SC1=S | -1 | 0.97 | 18 | 0 | 3 | 3 | -0.9 | 3 | 0.82
C/C(O)=C(/N=O)C(=O)Nc1ccccc1 | 1 | 1 | 20 | -3 | -5 | -4 | -0.3 | 0 | 0.8
COc1cc(C(=O)NC(=S)NNC(=O)c2ccc3c(c2)OCO3)cc(OC)c1OC | -2 | 0.8 | -67 | -13 | -1 | -2 | -2.5 | 20 | 1.7
c1ccc(CSC2=NCCCN2)cc1 | 0 | 0.98 | -13 | -1 | 1 | 4 | 0.0 | 2 | 1.1
COc1ccc(N2CCN(C(=O)CCCn3c(=O)[nH]c4cc(Cl)ccc4c3=O)CC2)cc1 | 1 | 1 | -13 | 1 | 1 | 4 | 1.6 | -3 | 1.1
CC[N+](CC)(CC)CCOc1ccc(/C=C/c2ccccc2)cc1 | -8 | 1.1 | -5 | 11 | -1 | 49* | 5.5 | -13 | 1.1
CCN(CC(=O)NCc1cccs1)C(=O)/C=C/c1ccc(C)cc1 | 7 | 0.88 | 6 | -8 | -2 | -5 | -1.9 | 12 | 0.94
COc1ccccc1NC(=O)COc1cc(Br)c(CNCCCN2CCOCC2)cc1OC | 0 | 0.96 | 0 | 2 | 0 | 5 | -0.9 | 4 | 1
COc1ccccc1-c1nnc(NC(=O)c2ccc3ncsc3c2)o1 | -4 | 1 | -22 | -11 | -3 | -4 | -0.1 | -2 | 1.2
O=S(=O)(Nc1ccccc1N1CCOCC1)c1ccc(Cl)s1 | -3 | 1 | -3 | -5 | 3 | 2 | -0.7 | -3 | 1
O=[N+]([O-])c1ccc(CNc2ccc(F)cc2)s1 | -4 | 0.87 | 2 | 17 | 0 | -8 | 1.7 | 13 | 0.98
CC(OC(=O)Cc1ccc(Cl)cc1)C(=O)NC1CCCCC1C (stereo unspecified) | 0 | 1 | -18 | -9 | 0 | -3 | -0.3 | -3 | 1.2
Brc1ccc2[nH]c3c(c2c1)CCC3 | -1 | 1 | -8 | -10 | -14 | -5 | 8.4 | -4 | 1.1
Cc1nn(C)c(C)c1S(=O)(=O)N(CC(=O)NCCCN1CC(C)CC(C)C1)c1ccc(C(C)C)cc1 (stereo unspecified) | 0 | 1.1 | -18 | -4 | 0 | 0 | -1.0 | -12 | 1.2
Cc1ccc2nc(SC(C)C(=O)N3CCCCC3)[nH]c2c1 (stereo unspecified) | 0 | 1.1 | -6 | -8 | -1 | 1 | 1.8 | -11 | 1.1
O=C(Nc1ccccc1Br)c1ccc2nccnc2c1 | -3 | 0.93 | 8 | -7 | 2 | -3 | 0.7 | 7 | 0.93
O=C(COc1ccc(Cl)cc1)NNC(=O)c1ccc(=O)[nH]c1 | 1 | 0.79 | -5 | -7 | 0 | 4 | -2.9 | 21 | 1
CCOC(=O)CC(=O)CSc1ncc(C(=O)OCC)c(N)n1 | 0 | 0.89 | 11 | -4 | 2 | 0 | -0.7 | 11 | 0.89
COc1ccc(C2c3[nH]c4ccccc4c3C[C@H]3C(=O)N(CCCO)CC(=O)N23)c(OC)c1 (stereo partly specified) | -4 | 0.89 | 13 | -5 | -2 | -1 | 0.9 | 11 | 0.87
Cn1ccnc1C(O)c1ccco1 (stereo unspecified) | -1 | 1.1 | -11 | -2 | 2 | -1 | -1.3 | -8 | 1.1
O=C(NC(=O)N1CCCCC1)c1ccc(Cl)cc1 | -1 | 0.92 | 0 | 0 | 2 | 0 | 1.5 | 8 | 1
Clc1ccc(Nc2nc(N3CCOCC3)nc(N3CCOCC3)n2)cc1Cl | -8 | 1.1 | -12 | -7 | -10 | -5 | -1.0 | -6 | 1.1
CCOC(=O)c1c(NC(=O)COc2ncnc3ccccc23)sc(C(C)=O)c1C | 0 | 0.9 | -2 | 0 | -1 | 1 | 1.4 | 10 | 1
COc1ccccc1CC(=O)N1CCCC1 | -2 | 0.95 | -12 | -3 | -2 | -1 | -1.5 | 5 | 1.1
COC(=O)CN1CCN(C(=O)c2ccc(F)cc2)c2ccccc2C1 | 0 | 0.94 | -15 | -3 | -2 | -2 | -0.3 | 6 | 1.1
COc1ccc(CCNC(=O)Cn2nnc(-c3ccc(N(C)C)cc3)n2)cc1OC | -1 | 0.99 | -27 | -2 | -3 | -8 | 2.3 | 1 | 1.3
COC(=O)c1nn(-c2cccc(C(F)(F)F)c2)ccc1=O | -4 | 1.1 | 6 | 1 | -1 | 0 | 0.5 | -9 | 0.94
CS(=O)(=O)NCc1ccc(C(=O)NCc2ccccc2)cc1 | -2 | 0.98 | -64 | -3 | 0 | -3 | -0.4 | 2 | 1.6
N#C/C(=N/Nc1ccccc1F)C(=N)N1CCOCC1 | 0 | 1 | -39 | -8 | 0 | -7 | 0.3 | -4 | 1.4
COCCNC(=O)CN(c1cc(Cl)ccc1OC)S(=O)(=O)c1ccc(C)c([N+](=O)[O-])c1 | 0 | 1 | -3 | -9 | 0 | -2 | -2.1 | -3 | 1
Cc1cc(NC(=O)C(C)C)ncc1NC(=O)Cc1ccccc1 | 0 | 1.1 | 4 | -5 | 1 | -4 | -3.7 | -11 | 0.96
CC(=O)C(=Nc1cccc(Cl)c1)NNc1ccccc1C | -2 | 0.92 | -11 | -3 | -2 | -2 | 5.7 | 8 | 1.1
COc1ccc(OCc2nc3ccccc3n2C(C)C)cc1 | 2 | 1 | -12 | 0 | -2 | -2 | 0.1 | 0 | 1.1
COC(=O)c1c(NC(=O)CN2CCN(Cc3ccc4c(c3)OCO4)CC2)sc(C)c1C | -6 | 0.98 | -15 | -7 | -1 | -1 | 2.4 | 2 | 1.2
COc1cccc(NC(=O)CN(C)C(=O)c2cc(S(=O)(=O)NCc3ccccc3)ccc2C)c1 | -4 | 1.1 | -10 | 2 | -1 | 1 | 1.1 | -12 | 1.1
Cc1cc(N/N=C/c2ccc(O)cc2)c2cccc(C)c2n1 | -4 | 0.95 | -6 | -2 | 12* | 7 | 1.8 | 5 | 1.1
CC(=O)Nc1cccc(Nc2nc(-c3cccs3)nc3ccccc23)c1 | -3 | 1.1 | 5 | -1 | 2 | 2 | 1.9 | -7 | 0.95
CC1CCN(C(=O)c2ccc(S(=O)(=O)N3CCOCC3)cc2)CC1 | 0 | 0.94 | 7 | -11 | -1 | -3 | -0.7 | 6 | 0.93
(list continues)
SMILES | MIN6 prolif | mIAP act | hIAP block | APOBEC3G inh | NR3A LBD binder | A3A deaminase | MPTP inh | mIAP block | hIAP activ
O=c1ccnc(Nc2ccc(Cl)cc2)[nH]1 | 0 | 0.94 | -2 | 6 | 0 | 5 | 2.5 | 6 | 1
O=C(CN1CCOCC1)OCCCc1ccccc1 | 0 | 1 | -3 | -1 | -5 | -1 | -1.0 | -3 | 1
COc1cc(CN2CCN(c3ncccn3)CC2)cc(OC)c1 | -2 | 0.95 | 18 | -5 | 2 | 0 | 2.0 | 5 | 0.82
Oc1ccc2ccccc2c1C=Nc1ccccc1Br | -4 | 1 | -26 | 10 | 2 | -4 | 2.2 | 0 | 1.3
Cc1[nH]c2ccccc2c1C(=O)C(C)OC(=O)C1CCC1 (stereo unspecified) | -2 | 1.1 | -10 | -13 | 0 | -3 | 0.2 | -7 | 1.1
C(=N\n1cnnc1)/c1cccn1-c1ccccc1 | -3 | 0.92 | -5 | -6 | -1 | -1 | -2.6 | 8 | 1.1
CCC(CO)N=CC1=C(O)C(C(=O)c2ccccc2)CCC1=O (stereo unspecified) | -2 | 0.94 | 1 | -4 | 6 | -3 | -1.0 | 6 | 0.99
Cc1cc(/C=C/C(=O)O)c(C)n1-c1ccc(Cl)cc1 | -1 | 1.1 | 3 | 7 | -2 | 1 | 0.6 | -7 | 0.97
COc1ccc(-c2nnn(CC(=O)N(CC3CCCO3)C(C(=O)NC(C)(C)C)c3ccco3)n2)cc1OC (stereo unspecified) | 4 | 1.1 | -3 | -7 | -2 | -2 | -1.0 | -5 | 1
CN(C)c1ccc(S(=O)(=O)N(C)C)cc1NC(=O)Cc1cccc2ccccc12 | 0 | 1.1 | -9 | -9 | 3 | 0 | 0.5 | -15 | 1.1
CN1CCN(C(=O)Nc2ccc([N+](=O)[O-])cc2)CC1 | -3 | 1.1 | -2 | 7 | 0 | -5 | 1.3 | -5 | 1
OCCCc1n[nH]c(=S)n1-c1ccccc1 | -3 | 1 | 7 | -6 | -3 | 0 | -0.1 | 0 | 0.93
O=C(CN1C(=O)C2CC=CCC2C1=O)Nc1ccc(F)cc1F (stereo unspecified) | -3 | 1.1 | 0 | -5 | -1 | -2 | -0.2 | -10 | 1
Cc1ccccc1Nc1nc(N)nc(COC(=O)CC2CC3CCC2C3)n1 (stereo unspecified) | -2 | 0.99 | -5 | -3 | -13 | -2 | -1.8 | 1 | 1.1
CCN(Cc1cc(=O)n2cc(Cl)c(C)c(Cl)c2n1)Cc1nc2ccccc2c(=O)[nH]1 | -3 | 0.93 | -11 | -3 | -1 | 0 | -0.5 | 7 | 1.1
CCOC(=O)c1c(SC)nc(SC)c2c1CCC2 | 0 | 1.1 | 12 | 1 | 0 | -2 | -5.5 | -9 | 0.88

Three compounds already listed, sorted by their value in mIAP block, highest first.
| molecule | mIAP block |
| --- | --- |
| CCN(Cc1cc(=O)n2cc(Cl)c(C)c(Cl)c2n1)Cc1nc2ccccc2c(=O)[nH]1 | 7 |
| OCCCc1n[nH]c(=S)n1-c1ccccc1 | 0 |
| CN1CCN(C(=O)Nc2ccc([N+](=O)[O-])cc2)CC1 | -5 |

From PubChem BioAssay
